Assay outcomes deposited in PubChem by Broad Institute.
SIRT5 inh = sirtuin-5 (human) deacylase inhibition | 330,000 compounds, 1.1% hits | Purified SirT5, succinyl-peptide AMC, trypsin-coupled fluorescence | Q9NXA8 | inhibition, % at 15 µM | AID 652115; in the data active = inhibition above about 15%; inconclusive = no clear call, values can overlap the other calls
Target sequence (Q9NXA8 whole entry, looked up): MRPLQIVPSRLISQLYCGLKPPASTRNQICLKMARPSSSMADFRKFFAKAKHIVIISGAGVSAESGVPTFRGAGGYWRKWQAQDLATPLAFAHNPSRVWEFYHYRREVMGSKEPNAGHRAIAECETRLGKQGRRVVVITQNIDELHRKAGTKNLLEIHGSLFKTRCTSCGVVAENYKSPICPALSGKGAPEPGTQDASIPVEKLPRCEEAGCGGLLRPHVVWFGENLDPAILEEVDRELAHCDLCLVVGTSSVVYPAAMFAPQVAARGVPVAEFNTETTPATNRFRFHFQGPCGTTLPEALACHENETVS
miR122 inh = miR-122 inhibition in Huh7 cells; Huh7 miR-122 Renilla luciferase sensor, 48 h; neutral wells = 0, positive control = 100; activation (reporter increase), % at 12.5 µM; 340,000 compounds, 0.3% hits; AID 602342;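 active = mean replicate activation score at least 90 and every replicate individually at or above 90; inconclusive = only one of the two criteria met; inactive = neither criterion met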;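 also: higher luciferase means less miR-122 activity so hits act as miR-122 inhibitors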
ERAP1 inh = inhibitors of human ERAP1 aminopeptidase | Q9NZ08 | recombinant ERAP1, Leu-AMC fluorescence, 60 min | inhibition, % at 10.7 µM | 340,000 compounds, 0.15% hits;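 active = mean replicate inhibition of at least 30%, or all replicates individually reaching that 30% level; inactive = mean below 30% and not every replicate reaching it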;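 also: 0% = neutral control wells and 100% = L-leucinethiol positive control wells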
ERp5 inh = ERp5 (human) disulfide isomerase inhibition; ERp5 insulin aggregation, absorbance 650 nm, 90 min; inhibition, % at 9.99 µM; 350,000 compounds, 0.05% hits;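 active = mean replicate inhibition above about 25%, with every replicate also reaching it, limit read from the data, passing the limit was not always enough; inconclusive = only one of those two criteria met; inactive = neither criterion met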
Target sequence (Q15084 whole entry, looked up): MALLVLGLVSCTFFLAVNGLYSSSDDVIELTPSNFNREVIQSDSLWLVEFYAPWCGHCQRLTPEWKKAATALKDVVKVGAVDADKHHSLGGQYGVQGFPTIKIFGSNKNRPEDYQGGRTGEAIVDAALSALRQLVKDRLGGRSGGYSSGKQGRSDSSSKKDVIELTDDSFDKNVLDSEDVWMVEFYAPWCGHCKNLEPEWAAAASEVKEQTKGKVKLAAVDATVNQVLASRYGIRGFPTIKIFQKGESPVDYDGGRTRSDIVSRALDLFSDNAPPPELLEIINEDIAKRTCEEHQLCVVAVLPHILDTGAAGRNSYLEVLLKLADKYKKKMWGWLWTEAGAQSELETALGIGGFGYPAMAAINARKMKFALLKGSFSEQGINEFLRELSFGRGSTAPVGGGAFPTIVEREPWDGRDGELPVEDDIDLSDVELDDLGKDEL
CFTR F508del cor = CFTR F508del correction in bronchial cells; CFBE cells, YFP halide quenching; stimulated with forskolin plus potentiator P3; % fluorescence drop versus neutral controls; 350,000 compounds, 0.36% hits; activity (quench increase), % at 7.58 µM;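 active = mean added fluorescence quench of at least 8% versus neutral control, with both replicates also reaching 8%; inconclusive = only one of the mean or replicate conditions met; inactive = mean below 8% and not both replicates reaching 8%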;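 also: cells transiently co-express mutant CFTR-F508del with the halide-sensitive YFP; corrector assay measuring rescue of mutant channel to the surface after 24 h compound exposure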
DENV2 CPE = DENV2-induced cell death inhibition; DENV2-infected cells, cytopathic effect rescue, plate reader; AID 651640; CPE inhibition, % at 9.99 µM; 350,000 compounds, 1.7% hits; in the data active = CPE inhibition above about 20%, passing the limit was not always enough; inconclusive = no clear call, values can overlap the other calls; tested in BHK-21 cells;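 also: 0% = median of neutral control wells and 100% = median of positive control wells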
Casp6 inh = blocks human caspase-6 cleavage activity | purified caspase-6, Z-VEID-R110 cleavage fluorescence | inhibition, % at 12.5 µM | 350,000 compounds, 0.53% hits;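 active = mean inhibition across replicates at least about 35%, with every replicate also reaching that limit, limit read from the data; inconclusive = only one of the two criteria met; inactive = neither criterion met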;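 also: 0% = median of neutral control wells and 100% = no fluorescence left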
Target sequence (P55212 24-179 limits assumed): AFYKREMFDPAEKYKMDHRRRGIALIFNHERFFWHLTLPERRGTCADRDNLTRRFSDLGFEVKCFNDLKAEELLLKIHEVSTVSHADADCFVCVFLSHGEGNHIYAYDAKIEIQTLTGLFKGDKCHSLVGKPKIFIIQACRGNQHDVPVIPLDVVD
Target sequence (P55212 194-293 limits assumed): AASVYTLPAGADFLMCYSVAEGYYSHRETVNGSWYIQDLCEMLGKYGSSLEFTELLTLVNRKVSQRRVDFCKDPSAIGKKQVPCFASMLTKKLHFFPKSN
Active calls of the source: *; ? = inconclusive; · = not tested or not shown; & = joins results of further samples; [ ] = remark or other dose.

Each structure is followed by: SIRT5 inh	miR122 inh	ERAP1 inh	ERp5 inh	CFTR F508del cor	DENV2 CPE	Casp6 inh
1	OCCN1CCN(C2CCC(c3ccc(F)cc3)c3ccc(F)cc32)CC1 (stereo not given)
    -8	-6	12	·	-1.1	-15	9
2	Cc1cccnc1NC(=O)CN1C(=O)c2ccccc2S1(=O)=O
    -2	0	-2	1	-3.5	-11	-2
3	O=S(=O)(c1ccccc1)N1CCCCN2[C@H](CO)[C@@H](c3ccc(C#Cc4ccccc4)cc3)[C@@H]2C1
    -2	-20[16.7 µM]	2	-5	0.6	9	1
4	Oc1ccc(N=Cc2sc3ccccc3c2Cl)cc1
    ·	0	5	10	·	·	10
5	COc1ccccc1CNS(=O)(=O)CC12CCC(CC1=O)C2(C)C (stereo not given)
    -4	1	2	-1	-2.9	-1	7
6	CCc1noc(C)c1C(=O)N1CCN(c2cccc(Cl)c2)CC1
    0	7	2	-9	-0.1	7	0
7	COc1ccc(C(=O)N(C)C2CCCc3ccccc32)cc1OC1CCN(C(C)C)CC1 (stereo not given)
    -2	5	-1	3	2.1	-2	-3
8	C[C@@H]1CCCCO[C@H](CN(C)C(=O)Nc2ccc3c(c2)OCO3)[C@@H](C)CN([C@H](C)CO)C(=O)c2cc(NC(=O)C3CCCCC3)ccc2O1
    -1	8[16.7 µM]	1	1	-1.5	·	-1
9	CO[C@H](C(=O)N(C)C[C@@H]1OCc2ccccc2-c2ccccc2C(=O)N([C@@H](C)CO)C[C@@H]1C)c1ccccc1
    -2	·	2	2	0.8	-3	1
10	CCCN(C)C[C@@H]1Oc2cc(C#Cc3cccnc3)ccc2S(=O)(=O)N([C@H](C)CO)C[C@@H]1C
    0	0[16.7 µM]	-4	-8	1.8	-1	2

In another format: entries from further up
| item | SMILES | SIRT5 inh | miR122 inh | ERAP1 inh | ERp5 inh | CFTR F508del cor | DENV2 CPE | Casp6 inh |
| --- | --- | --- | --- | --- | --- | --- | --- | --- |
| 10 | CCCN(C)C[C@@H]1Oc2cc(C#Cc3cccnc3)ccc2S(=O)(=O)N([C@H](C)CO)C[C@@H]1C | 0 | 0[16.7 µM] | -4 | -8 | 1.8 | -1 | 2 |
| 4 | Oc1ccc(N=Cc2sc3ccccc3c2Cl)cc1 | · | 0 | 5 | 10 | · | · | 10 |

Additional structures.
Each structure is followed by: SIRT5 inh	miR122 inh	ERAP1 inh	ERp5 inh	CFTR F508del cor	DENV2 CPE	Casp6 inh
11	COc1ccc(S(=O)(=O)N(C)c2ccc(C(=O)Nc3c(C)n(C)n(-c4ccccc4)c3=O)cc2)cc1
    0	0	4	-1	-0.9	-6	-2
12	C/C(=N/NC(=O)c1sc(=S)n(C)c1C)c1ccccc1
    -4	·	0	3	-2.7	-2	-2
13	CC(C)(C)C(=O)c1cn(CC(=O)NCc2ccc3c(c2)OCO3)c2ccccc12
    1	20	2	-1	·	·	0
14	O=C(NCc1ccc(F)cc1)C(=O)NCC1OCCN1S(=O)(=O)c1ccc2c(c1)OCCO2 (stereo not given)
    -2	14	8	-2	-0.5	0	-1
15	Cc1ccc(S(=O)(=O)N(C)C[C@H]2OCCCC[C@@H](C)Oc3ccc(NC(=O)Nc4ccccc4)cc3C(=O)N([C@@H](C)CO)C[C@@H]2C)cc1
    1	-1[16.7 µM]	-3	4	-4.4	?	-1
16	CC(C)NC(=O)N(C)C[C@@H]1Oc2c(NC(=O)c3cnccn3)cccc2C(=O)N([C@H](C)CO)C[C@@H]1C
    -4	3[16.7 µM]	2	9	-0.4	14	0
17	CC1CCC(NC(=O)CC(NC(N)=O)c2ccccc2Cl)CC1 (stereo not given)
    -3	·	2	0	1.0	1	4
18	c1ccc(-n2nnnc2CN2CCOCC2)cc1
    -2	·	0	4	·	11	-1
19	COC(=O)N1C(=O)[C@](c2ccccc2)(C2CCCC2)N1C(=O)OC
    ·	-6	-1	-3	-0.9	·	12
20	O=C1CSC(c2ccncc2)N1Cc1ccccc1 (stereo not given)
    ·	1	-1	0	0.1	-6	1
21	O=S1(=O)CC(N2CCN(CCO)CC2)CN1Cc1ccc(F)cc1 (stereo not given)
    0	6	·	3	-1.9	11	9
22	O=c1oc2ccccc2c(Nc2ccc(F)cc2)c1[N+](=O)[O-]
    ·	·	-1	-7	-0.9	-5	3
23	CC(C)(C)NC(=O)C[C@H]1C[C@H](C(=O)N2CCCCC2)[C@@]2(CCc3ccccc3)c3[nH]c4ccc(Cl)cc4c3CCN2C1=O
    8	-3	-1	1	-4.1	-7	-2
24	Cc1sc2nc(COC(=O)c3cccc(OC(F)F)c3)[nH]c(=O)c2c1C
    -4	9	0	-4	-0.5	4	-4
25	COc1ccc(C(=O)SC2=NCCS2)cc1
    6	-2	1	1	-2.6	-2	0
26	N#Cc1ccc(-c2ccc3c(c2)[C@@H]2[C@@H](CCN2C(=O)c2ccccc2F)[C@H](CO)N3)cc1
    -11	-3[16.7 µM]	-11	6	2.7	-1	-1
27	N#Cc1cccc(-c2ccc(C3[C@@H]4CN(C(=O)C5CCOCC5)C[C@H]3N4)cc2)c1 (stereo not given in full)
    1&-2	·	-2	10&13	0.2&-0.8	9&-5	1
28	C[C@H]1CN([C@@H](C)CO)C(=O)c2c(c3ccccc3n2C)-c2ccccc2CO[C@H]1CN(C)S(C)(=O)=O
    1	·	-1	-1	1.8	-4	-3
29	CN(C)S(=O)(=O)c1cc(NC(=O)CN2CCN(c3ccccc3F)CC2)ccc1Cl
    1	8	-2	5	-1.3	-1	-3
30	Cc1nsc2nc3c(F)c(F)c(F)c(F)c3cc12
    4	-2	2	1	1.9	3	-3
31	COc1ccc(S(=O)(=O)Nc2ccc3c(c2)C(=O)N([C@H](C)CO)C[C@H](C)[C@@H](CN(C)Cc2ccccc2)O3)cc1
    -3	1[16.7 µM]	-1	3	3.7	7	·
32	CCCCNC(=O)N1CCc2ccccc2C1
    9	·	3	1	·	0	0
33	CCN(Cc1ccccc1)C(=O)CSc1nc(C)cc(=O)[nH]1
    22*	1	0	3	-1.2	·	2
34	Cc1ccc(S(=O)(=O)N2CCC(C(=O)Nc3ccncc3)CC2)cc1
    -2	10	-5	-1	-3.7	-7	-1
35	O=C(COC(=O)c1ccc(Cl)nc1)Nc1ccccc1OC(F)F
    -2	·	4	2	1.5	8	0
36	Cc1noc(C)c1C(=O)N(C)C[C@@H]1OCc2ccccc2-c2c(n(C)c3ccccc23)C(=O)N([C@@H](C)CO)C[C@@H]1C
    -9	·	-1	-1	1.2	2	1
37	C[C@@H]1CN([C@@H](C)CO)C(=O)c2cccc(NC(=O)C3CCOCC3)c2O[C@H]1CN(C)C(=O)Nc1cccc2ccccc12
    2	1[16.7 µM]	-2	6	2.8	13	1
38	CC1CC(C)CN(C(=O)c2ccc(NS(=O)(=O)c3ccc4[nH]c(=O)[nH]c4c3)cc2)C1 (stereo not given)
    -3	·	0	-2	-0.3	8	5
39	CCOc1ccccc1/C=N/n1c(C)nc2ccccc2c1=O
    -7	0	1	-1	-3.7	8	-1
40	CO[C@H]1CN(C)C(=O)c2cc(NC(=O)CC(F)(F)F)ccc2OC[C@H](C)N(C(=O)C2CC2)C[C@@H]1C
    -2	·	4	42*	-3.0	-3	0
41	COc1ccccc1C(=O)Nc1nnc(SCC(=O)NCC2CCCO2)s1 (stereo not given)
    -1	·	0	-2	0.6	-3	-2
42	Cc1ccc(OCCSc2nnc(C)c(=O)n2N)cc1
    -5	-8	0	6	-2.8	0	0
43	CC(C)/C(=N/Nc1ccccc1[N+](=O)[O-])c1ccccc1
    1	2	2	1	-0.9	3	0
44	ON=C1CCCCCCCC1
    5	·	3	3	-1.2	-2	-1
45	C[C@@H]1CN([C@H](C)CO)C(=O)c2cccc(NC(=O)Nc3ccccc3)c2O[C@@H]1CN(C)S(=O)(=O)c1ccc(Cl)cc1
    3	-8[16.7 µM]	0	0	0.1	-15	0
46	O=C(CCCc1ccccc1)N1CCc2ccccc21
    3	-2	2	1	-0.1	1	-2
47	COc1ccc(S(=O)(=O)N[C@H]2CC[C@H](CCn3cc(-c4ccccc4F)nn3)O[C@H]2CO)cc1
    1	·	0	-1	1.9	-9	1
48	Cc1noc(C)c1S(=O)(=O)Nc1ccc2c(c1)CC(=O)N([C@H](C)CO)C[C@H](C)[C@H](CN(C)S(=O)(=O)c1cccs1)O2
    3	59[16.7 µM]	2	2	0.3	-8	-1
49	CC1CN(Cc2nc3c(c(=O)n(C)c(=O)n3C)n2Cc2cccc(Cl)c2)CC(C)O1 (stereo not given)
    0	·	10	-4	1.6	-6	3
50	CN(C)c1ccc(C(=O)OCC#CCSc2nnc(-c3cccc4ccccc34)o2)cc1
    -1	-6	2	5	0.5	1	-1
51	C=CCn1c(SCc2cc(=O)n3ccsc3n2)nc2cc(Cl)ccc2c1=O
    -1	·	0	3	0.9	-4	4
52	Cc1ccccc1NC(=O)C[n+]1cc(-c2ccccc2)n2c1CCC2
    -6	2	-1	3	0.1	6	-3
53	O=C(NCCCN1CCOCC1)c1ccc2c(c1)N(Cc1ccccc1)CCS2
    -23	20	·	-2	1.5	0	-3
54	Cc1ccc(N(C(=O)c2csnn2)C(C(=O)NC2CCCCC2)c2ccccn2)cc1C (stereo not given)
    -1	-6	3	-5	0.6	0	1
55	COc1ccc2c3c([nH]c2c1)[C@H](CO)N(Cc1ccncc1)CC31CCN(Cc2ccc(-c3ccccn3)cc2)CC1
    3	·	-1	-4	-0.1	1	4
56	CCOc1ccccc1NC(=O)CSc1ccc([N+](=O)[O-])cc1
    5	-6	-5	-5	-1.8	1	-3
57	O=C(Nc1nccs1)[C@@H]1[C@@H](CO)[C@@H]2Cn3c(cccc3=O)[C@H]1N2C(=O)C1CCCC1
    5	·	-2	4	·	7	-2
58	O=C(c1ccc(N2CCCC2=O)cc1)N1CCN(c2ccc(C(F)(F)F)cc2[N+](=O)[O-])CC1
    -1	-6	-3	-13	·	-5	3
59	O=C(Cc1ccccc1)NNC(=S)Nc1ccccc1
    -3	6	5	6	0.3	-12	-1
60	Cc1ccc(NC(=O)CO/N=C(\N)c2nonc2N)cc1C
    -1	·	0	2	-1.6	-7	-1

(list continues)
Each structure is followed by: SIRT5 inh	miR122 inh	ERAP1 inh	ERp5 inh	CFTR F508del cor	DENV2 CPE	Casp6 inh
61	Cc1cccc(NC(=O)CN2CCN(C(=O)c3cccc(-n4cnnn4)c3)CC2)c1C
    -2	-15	9	5	-1.1	-9	4
62	Cc1noc(/C=C/N(C)C)c1S(=O)(=O)N1CCCC(C(=O)Nc2ccc(F)cc2F)C1 (stereo not given)
    -3	·	-1	-9	-0.2	0	1
63	C[C@H](CO)N1C[C@H](C)[C@@H](CN(C)C(=O)CN(C)C)Oc2ncc(C#C[C@@H](C)O)cc2C1=O
    -3	-3[16.7 µM]	2	2	0.1	19	-4
64	O=[N+]([O-])c1c(N2CCN(CCO)CC2)nc2ccccn12
    8	·	5	4	-0.5	-1	-1
65	C[C@H](CO)N1C[C@H](C)[C@@H](CN(C)C)Oc2ccc(NC(=O)CCCCCC(=O)Nc3ccccc3N)cc2CC1=O
    7	-8[16.7 µM]	0	5	0.4	18	-1
66	CCCNC(=O)C[C@H]1C[C@H]2c3cc(N(C)C)ccc3O[C@H]2[C@H](CO)O1
    2	·	-1	-5	4.7	6	27
